# Source: PubChem (several laboratories)
# Redox H2O2 prof – compounds producing H2O2 with reducing agent – biochemical, NIH compound library profiling, artefact control for MLSCN library redox annotation, primary screen; activation, % at 10 µM; 200,000 compounds, 0.03% hits; DTT-dependent redox cycling H2O2, phenol red/HRP absorbance; 100% = 100 µM peroxide control, 0% = buffer;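 active = activation of at least 50% relative to the plate's high and low controls in the primary single-dose screen; inactive = activation below 50%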;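 also: compound incubated with DTT at 0.8 mM final as the reducing agent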
# ROMK primary – modulates human ROMK potassium channel activity. Tet-inducible ROMK, thallium flux fluorescence; actives lie on both sides. 130,000 compounds, 2% hits. AID 1918. B-score at 10 µM;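 active = signal ratio slope over the read window, or its plate-corrected B-score, at least 3 SD from the plate mean, either direction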;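 also: B-score of the F/F0 ratio slope over 7 to 12 s after thallium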
# L major viab – Leishmania major promastigote growth inhibition; Leishmania major promastigotes, resazurin fluorescence viability; inhibition, % at 10 µM; 200,000 compounds, 9% hits; in the data active = inhibition above about 50%;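 also: promastigotes grown with compound for 44 hours at 28 °C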
# S1P3 antagonist – blocks the human S1P3 receptor | 170,000 compounds, 0.27% hits | Q99500 | inhibition, % at 4.98 µM | CHO S1P3 NFAT-BLA reporter, FRET fluorescence, antagonist mode | AID 485;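 active = inhibition above the plate cutoff, the mean inhibition of test wells on that plate plus 3 SD, cut at about 28% in these data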;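 also: cells challenged with S1P at its EC80 of 0.8 µM; blue over green emission ratio from cleaved BLA substrate after 4 h stimulation; 0% = S1P-stimulated wells and 100% = unstimulated DMSO-only wells; some compounds past the cut are filed as inactive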
# TR-FRET SRC-2 ct – TR-FRET artefact, counter-screen to PPARgamma/SRC-2 agonist assay; hits give high values; TR-FRET ratio at 8 µM; 200,000 compounds, 0.4% hits; AID 1049; in the data active = TR-FRET ratio above about 2000; also: inactives centre near 1500
# bIAP activator – increases bovine intestinal alkaline phosphatase activity; purified bovine IAP, CDP-star luminescence, 30 min; hits give high values; fold of DMSO-control signal, blank-subtracted; activation factor at 20 µM; 200,000 compounds, 0.17% hits;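 active = activation factor of 2 or more at 20 µM, a signal rise over negative controls twice the positive control's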
# TLR4 MyD88 comp – inhibitors of human TLR4-MyD88 binding; HeLa CL3-4 TLR4/MyD88 BLA complementation, FRET ratio; inhibition, % at 8.4 µM; O00206+Q99836; 200,000 compounds, 0.18% hits; in the data active = inhibition above about 25%;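 also: 0% = vehicle and 100% = reference inhibitor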
# Target sequence (O00206 whole entry, looked up): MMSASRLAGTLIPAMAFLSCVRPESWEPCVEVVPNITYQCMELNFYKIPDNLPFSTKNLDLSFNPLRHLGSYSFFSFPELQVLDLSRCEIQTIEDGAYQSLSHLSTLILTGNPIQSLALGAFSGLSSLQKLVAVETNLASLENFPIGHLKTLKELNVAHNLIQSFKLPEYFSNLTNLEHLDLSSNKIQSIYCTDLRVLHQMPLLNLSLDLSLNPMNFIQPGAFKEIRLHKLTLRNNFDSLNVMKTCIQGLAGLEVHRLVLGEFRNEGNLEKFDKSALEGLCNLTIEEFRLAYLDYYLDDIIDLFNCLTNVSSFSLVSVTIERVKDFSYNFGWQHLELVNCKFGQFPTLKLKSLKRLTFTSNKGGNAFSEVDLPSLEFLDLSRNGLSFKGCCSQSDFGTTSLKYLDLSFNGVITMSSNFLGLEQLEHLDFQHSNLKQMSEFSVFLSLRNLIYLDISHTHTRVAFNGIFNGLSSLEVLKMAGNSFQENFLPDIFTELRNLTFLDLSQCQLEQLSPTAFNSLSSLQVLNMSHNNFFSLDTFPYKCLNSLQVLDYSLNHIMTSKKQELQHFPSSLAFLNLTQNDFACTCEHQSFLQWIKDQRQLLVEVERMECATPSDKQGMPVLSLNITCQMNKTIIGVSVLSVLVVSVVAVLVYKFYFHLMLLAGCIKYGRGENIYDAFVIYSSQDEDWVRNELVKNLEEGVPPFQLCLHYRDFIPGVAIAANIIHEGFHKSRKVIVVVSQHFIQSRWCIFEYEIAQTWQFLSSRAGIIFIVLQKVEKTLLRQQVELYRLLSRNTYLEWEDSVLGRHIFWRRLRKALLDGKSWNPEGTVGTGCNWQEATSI
# Target sequence (Q99836 whole entry, looked up): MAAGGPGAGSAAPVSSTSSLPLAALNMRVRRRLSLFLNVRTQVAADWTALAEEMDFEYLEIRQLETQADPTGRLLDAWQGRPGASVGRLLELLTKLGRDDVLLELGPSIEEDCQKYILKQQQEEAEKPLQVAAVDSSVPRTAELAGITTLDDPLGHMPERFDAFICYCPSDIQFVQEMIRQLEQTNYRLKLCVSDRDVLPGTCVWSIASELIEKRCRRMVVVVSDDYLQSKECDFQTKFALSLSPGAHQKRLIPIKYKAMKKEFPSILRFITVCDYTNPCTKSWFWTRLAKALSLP
# bIAP inh – blocks bovine intestinal alkaline phosphatase activity; purified bovine IAP, CDP-star luminescence, 30 min; inhibition, % at 20 µM; 190,000 tested, under 10 active; AID 1019;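 active = over 50% inhibition of intestinal alkaline phosphatase at 20 µM in the single-dose screen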
#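 test system = bovine IAP enzyme | medium = DEA buffer 100 mM, pH 9.8, with MgCl2 1.0 mM, ZnCl2 0.02 mM | detection = luminescence | dosing = single compound dose of 20 µM, 2% DMSO final | incubation = 30 min reaction at room temperature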
# PPARg SRC-1 ag – PPARgamma-driven SRC-1 recruitment agonism; 200,000 compounds, 0.41% hits; PPARgamma-SRC-1 coactivator recruitment biochemical assay; AID 631; activation, % at 8 µM; in the data active = activation above about 19%;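 also: 0% = DMSO and 100% = reference agonist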
# PPARg SRC-3 ag – promotes SRC-3 coactivator recruitment by human PPARgamma. AID 731. activation, % at 8 µM. 200,000 compounds, 0.26% hits. biochemical PPARgamma/SRC-3 coactivator recruitment assay. P37231; in the data active = activation above about 23%;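 also: 0% = DMSO and 100% = reference agonist; some compounds past the cut are filed as inactive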
# PPARg SRC-2 ag – agonists of SRC-2 recruitment by human PPARgamma; activation, % at 8 µM; PPARgamma LBD-SRC-2 recruitment, biochemical; AID 1032; 200,000 compounds, 0.34% hits; in the data active = activation above about 22%;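 also: 0% = vehicle and 100% = reference agonist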
# Starred values were filed as active, the others as inactive; / = not tested or not shown.
SMILES,Redox H2O2 prof,ROMK primary,L major viab,S1P3 antagonist,TR-FRET SRC-2 ct,bIAP activator,TLR4 MyD88 comp,bIAP inh,PPARg SRC-1 ag,PPARg SRC-3 ag,PPARg SRC-2 ag
CC(=O)c1c(C)[nH]c(C(=O)OCC(=O)Nc2sc3c(c2C#N)CCCC3)c1C,0.2,1.8,45,0,1644,0.8,-3,20,1,5,3
CN(C)c1ccc(CN(C(=O)COc2ccc(Br)cc2)C2CCS(=O)(=O)C2)cc1 (stereo not given),4.2,/,-4,9,1438,0.9,-6,5,13,-8,1
N/C(=N\OC(=O)c1ccc2c(c1)OCO2)c1cccnc1,1.1,0.37,-2,7,1558,1,-12,2,6,3,4
COc1ccccc1NC(=O)CCc1nc(-c2cccs2)no1,-0.2,0.023,-4,/,1572,0.9,2,14,-2,-1,3
Cc1cc(NC(=O)C2CC(c3ccc(Cl)cc3)=NO2)no1 (stereo not given),1.3,/,-2,/,1481,0.9,5,10,0,6,3
CN(CCOC(=O)CN1C(=O)c2ccccc2C1=O)C1=NS(=O)(=O)c2ccccc21,-0.2,-0.22,5,-3,1834,1.1,1,-6,5,1,-1
C[n+]1c2n(c3ccccc31)N=C(c1cc(C(C)(C)C)c(O)c(C(C)(C)C)c1)CS2,-0.5,-5.5*,100*,1,1522,0.7,12,29,5,5,-2
N#CCc1ccc(C(=O)c2ccccc2F)s1,1.6,/,-6,/,1701,0.8,-13,21,-1,10,8
COc1ccc2cc(-c3[nH]ncc3CN3CCCN(c4ccccc4)CC3)ccc2c1,-0.8,-0.65,28,-6,1439,1,-1,-4,-4,0,2
Cc1ccc(-n2ncc3c(=O)n(CC(=O)NC4CCCC4)cnc32)cc1C,0.0,-0.12,-5,13,1414,0.9,-68,7,0,-8,-8
CC(C)CNC(=O)c1ccccc1NC(=O)CN(c1ccc2c(c1)OCCO2)S(C)(=O)=O,-5.9,/,9,-2,1600,0.9,-10,6,6,7,3
Cc1ccc(C)c(OCC(=O)N2CCOCC2)c1,1.6,/,-1,/,1474,0.9,8,14,1,2,-15
Cc1ccc(-n2nc(C)c(C3(O)C(=O)N(C(C)C)c4ccccc43)c2N)cc1 (stereo not given),-0.1,1.2,-12,0,1341,1,-12,5,2,-2,-5
NC(=O)COC(=O)c1c2c(nc3ccccc13)CCC2,-1.5,0.33,-2,4,1391,1.1,-12,-5,1,-2,-1
CCOC(=O)C1(Cc2cccc(OC)c2)CCN(Cc2cnc(SC)nc2)CC1,0.6,-0.66,82*,1,1577,1.1,-14,-14,3,0,-5
O=C(NCN1CCCCC1)c1cccnc1,0.9,1.8,-6,1,1622,1,6,-1,4,-1,3
N/C(Cc1ccc(Cl)cc1Cl)=N\OC(=O)Cc1ccccc1,0.3,/,-5,-7,1664,0.9,-5,7,3,3,5
CC(C)NC(=O)CSc1nnc(-c2ccco2)n1N,-0.1,-0.34,-1,/,1487,0.8,-1,16,0,4,8
COc1ccc(Nc2nnc(SCC(=O)N3CCCC3)s2)cc1,0.0,1.1,-5,/,1509,1,-3,-2,3,6,13
CN1CCN(C(=O)C2=C[C@@H](C(C)(C)C)C[C@@H](OCc3ccc(CO)cc3)O2)CC1,2.1,/,0,-3,1292,1.1,10,-9,6,1,-8
CC(C)CNC(=S)N1CCN(C)CC1,2.2,0.27,-4,/,1441,0.9,-1,6,2,6,3
O=C(CN1C(=O)C2CC=CCC2C1=O)NC1=NCCS1 (stereo not given),1.0,/,-3,-12,1593,0.9,0,6,-6,7,4
CCOc1cccc(C(=O)Nc2cccc(-c3nnc(-c4ccccc4)o3)c2)c1,-0.2,-0.059,20,-5,1459,0.9,10,9,-6,-7,-11
O=C(Cc1cccc2ccccc12)Nc1nc2ccccc2[nH]1,0.1,-0.45,8,/,1446,0.9,-3,10,-1,-12,-1
CC(C)COc1ccc(-c2nnn(CC(=O)N3CCCC3)n2)cc1,-0.5,/,-1,-31,1528,1,19,-2,-6,12,7

# Some values from the list.
# Under Redox H2O2 prof, `Cc1cc(NC(=O)C2CC(c3ccc(Cl)cc3)=NO2)no1` (stereo not given) is entered as 1.3
# Under PPARg SRC-1 ag, `COc1ccc(Nc2nnc(SCC(=O)N3CCCC3)s2)cc1` is entered as 3

# Next part
SMILES,Redox H2O2 prof,ROMK primary,L major viab,S1P3 antagonist,TR-FRET SRC-2 ct,bIAP activator,TLR4 MyD88 comp,bIAP inh,PPARg SRC-1 ag,PPARg SRC-3 ag,PPARg SRC-2 ag
O=C1CC(N2CCCCCC2)C(=O)N1c1ccc(F)cc1 (stereo not given),-0.4,0.21,-3,-8,1377,1,-1,2,0,2,2
O=C(COC(=O)c1ccco1)NCc1ccccc1Cl,-0.4,0.43,0,-19,1622,1.1,1,-6,8,3,10
Cc1ccc(NCC(=O)N/N=C/c2ccc(OC(=O)c3ccco3)cc2)cc1,2.1,/,-6,/,1381,1,11,2,-14,-5,6
CN(C)c1ccc(C(=O)OCC(=O)NC2CCCCCC2)cc1,0.1,-0.93,-3,3,1668,1.1,-3,-10,4,10,5
O=C(N/N=C/c1cn(-c2cccs2)nc1-c1ccccc1)c1ccccc1Br,-0.2,/,13,9,1612,0.8,3,15,2,0,-2
Cc1cccc(N2CCN(C(=O)CS(=O)(=O)Cc3nc(-c4ccccc4F)oc3C)CC2C)c1 (stereo not given),0.1,/,7,-9,1694,1,6,3,10,9,5
CN(Cc1ccccc1)c1nc(CN2CCOCC2)nc2scc(-c3ccccc3)c12,-0.2,-1,18,-1,1508,1,-21,3,-2,-3,9
CN=C(NC(=O)Nc1c(C)cccc1C)NC(=O)Nc1c(C)cccc1C,-0.1,0.36,43,2,1610,1.1,-5,-8,5,2,1
O=C(Nc1cc(C(F)(F)F)ccc1F)C1CCCCC1,0.1,-0.04,0,/,1529,0.9,15,10,-4,-2,-2
Clc1ccc(-n2nnc(-c3nccs3)n2)cc1Cl,1.0,/,-4,-12,1714,0.9,1,8,12,-3,13
CCCCn1nc2cc(C(=O)NCc3ccc(C(F)(F)F)cc3C(F)(F)F)ccc2c1OCC,-3.7,/,-2,/,1412,1.1,5,-8,-4,-1,0
Cc1ccc(N(Cc2ccc([N+](=O)[O-])cc2)C(=O)c2ccco2)cc1,6.7,/,31,/,1538,1,-1,-4,7,10,2
CSCC(=O)Nc1nc(-c2ccc3c(c2)OCCO3)cs1,-0.1,-1,11,5,1607,0.8,-11,24,-2,0,3
O=S(=O)(Nc1cccc2c1ccc1cccn12)c1cccs1,3.8,/,-3,/,1206,1,4,3,12,11,1
Cc1c2ccccc2nc2c(F)c(NC(C)C)c(F)c(F)c12,-0.3,/,50*,5,1442,0.7,16,29,-6,-3,-5
Cc1nc(CC(=O)N2CCN(S(=O)(=O)c3ccccc3C#N)CC2)cs1,1.4,0.059,-5,-19,1492,0.9,-9,7,10,8,-2
COc1ccc2c(c1)C(C)CC(C)(C)N2C(=O)CSc1nc2ccccc2s1 (stereo not given),-0.8,-0.98,33,/,1557,0.8,1,17,10,15,-3
Cc1ccc(-n2c(SCC(=O)NCc3ccco3)nnc2-c2cccnc2)c(C)c1,0.7,0.34,3,6,1509,/,6,/,2,4,3
O=C(CSc1ncnc2sc3c(c12)CCCC3)c1ccccc1,2.2,0.37,0,/,1538,0.5,-8,50,-1,8,-2
Cn1c(=O)n(C)c2cc(/C=N/n3cnnc3)ccc21,0.0,0.044,19,-14,1404,1,8,-3,7,11,3
CCOc1cc(C2Nc3cccc4cccc(c34)N2)ccc1O,0.3,-0.57,9,/,1381,0.9,12,10,8,9,5
COc1ccccc1C(=O)NC(=S)N1CCc2ccccc21,-1.5,-0.016,-5,5,1416,1,2,3,4,-4,6
CC(c1ccccc1)C1C(C#N)=C(N)OC2=C1C(=O)CC(C)(C)C2 (stereo not given),2.5,/,34,-3,1407,0.9,14,10,2,-17,-1
CCCCC(=O)Nc1cccc(-c2cn3ccsc3n2)c1,-0.5,/,-2,39,1548,0.8,-14,15,1,2,3
Cn1cccc1/C=C1\SC(=O)N(CC(=O)Nc2ccc(Cl)cc2)C1=O,-0.2,/,-8,/,1629,1,-13,-1,8,8,2

# Next section:
SMILES,Redox H2O2 prof,ROMK primary,L major viab,S1P3 antagonist,TR-FRET SRC-2 ct,bIAP activator,TLR4 MyD88 comp,bIAP inh,PPARg SRC-1 ag,PPARg SRC-3 ag,PPARg SRC-2 ag
COc1ccc(OC)c(NC(=O)CSc2nc3cccnc3n2C)c1,4.3,/,-3,11,1587,0.9,2,12,-2,9,3
CCn1c(SCC(=O)Nc2ccccc2OC)nc2ccccc2c1=O,-2.3,/,5,/,1542,0.9,7,6,3,15,8
Cn1cnc2nc3n(c2c1=O)CCC3,-0.2,0.7,-1,/,1604,0.9,3,9,1,4,7
Oc1ccc(NC(=S)Nc2ccc(O)cc2)cc1,-0.4,-0.035,15,-4,1479,0.9,4,11,0,5,1
Cc1cccc(NC(=S)N/N=C2/CCCCc3ccccc32)c1,0.7,0.23,29,-9,1584,0.9,-4,11,1,3,4
CCC(CC)C(=O)Nc1cc([N+](=O)[O-])ccc1F,-0.1,1,-1,-34,1681,0.8,-2,19,0,-1,16
COCc1cc(C)nc(NCCc2ccccc2)c1C#N,0.3,-0.81,-2,/,1583,0.9,-15,8,3,1,13
O=C(C[n+]1ccc(-c2cc(C(=O)Nc3cccc(C(F)(F)F)c3)c3ccccc3n2)cc1)c1cccc([N+](=O)[O-])c1,-4.0,0.53,34,-7,1562,0.6,5,39,4,6,9
CCn1c(SCc2nc3sc(C(=O)O)c(C)c3c(=O)[nH]2)nnc1-c1ccc(Cl)cc1,-0.4,0.5,-8,2,1416,1,-9,0,9,5,7
COc1ccc(NC(=O)CSc2nc3ccccc3c(=O)n2CCNC(C)=O)c(OC)c1,1.0,-0.14,-2,-9,1604,0.9,9,7,1,-1,-6
O=C(Nc1cc(=O)[nH]c2ncnn12)c1ccc(Cl)cc1Cl,-3.3,/,-9,/,1506,0.9,1,7,-3,-4,-4
COc1ccc(NS(=O)(=O)c2cccc(Cl)c2Cl)cc1S(=O)(=O)N1CCCCC1,0.1,/,2,1,1666,1,4,-2,1,7,10
CC1CC(C)CN(CCCNC(=O)Cn2ncc3c(=O)oc4ccccc4c32)C1 (stereo not given),-0.2,/,3,6,1488,0.9,-3,6,0,2,2
CC(C)c1ccc(/C=N/NC(=O)c2nnn(-c3nonc3N)c2CSC2=NCCS2)cc1,0.1,-0.018,97*,2,1696,1,-6,-2,-4,4,-5
C/C(=C\C(=O)c1ccccc1)Nc1ccc(Cl)c(Br)c1,2.5,/,-4,/,1519,/,1,/,2,-8,5
O=C(CSCc1ccc([N+](=O)[O-])cc1)Nc1ccccc1C(=O)O,-0.2,0.72,-8,-11,1650,1.1,-7,-10,2,2,-3

# Four compounds from above, limited to bIAP activator.
Molecule | bIAP activator
Cc1cccc(NC(=S)N/N=C2/CCCCc3ccccc32)c1 | 0.9
CCC(CC)C(=O)Nc1cc([N+](=O)[O-])ccc1F | 0.8
COCc1cc(C)nc(NCCc2ccccc2)c1C#N | 0.9
O=C(C[n+]1ccc(-c2cc(C(=O)Nc3cccc(C(F)(F)F)c3)c3ccccc3n2)cc1)c1cccc([N+](=O)[O-])c1 | 0.6
